High-throughput results as filed in PubChem BioAssay.
A549 viability – counter-screen for Nrf2 inhibitors: cytotoxicity in A549 cells | A549 ARE-Fluc cells, CellTiter-Fluor viability, 18-24 h | Potency, µM (top dose mostly 46 µM), for the others: at the top dose activity change, negative = cytotoxicity, most hits filed as inhibitors | 390,000 compounds, 0.16% hits | AID 504648; note: potency is the fitted concentration of half-maximal effect; % is set by controls: 0 for no effect and ±100 for the full control effect
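A549 ARE_Fluc cells in 5% FBS OPTI-MEM were exposed to compounds in concentration-response for 18-24 h at 37 deg C. Viability was read by CellTiter-Fluor fluorescence (Ex 405/Em 525) after 30 min, before the luciferase read.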
MmCpn inh – inhibitors of Methanococcus maripaludis chaperonin (MmCpn); purified Mm-Cpn ATPase, ADP Transcreener TR-FRET; Potency, µM (highest dose often 76.9 µM), for the others: at the highest dose activity, negative = inhibition, actives largely listed as inhibitors; 330,000 compounds, 0.031% hits; AID 504842; note: potency is the fitted concentration of half-maximal effect; % is set by controls: 0 for no effect and ±100 for the full control effect; nearly all actives have a fitted effect of over 80% in size
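Measured: ADP formation by purified Mm-CPN. Conditions: 25 nM protein, 10 uM ATP, Tris pH 7.4 with Mg2+, K+ and DTT, 37°C for 30 min. Detection: Transcreener HTRF after 30 min at room temperature.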
Nrf2 activator – activators of Nrf2 (ARE) signaling; AREc32 ARE-luciferase reporter (MCF7-derived line), luminescence, 24 h; Potency, µM (titrated, usually from 46.1 µM), for inactives: top-dose activation, usual class: activators; 410,000 compounds, 0.31% hits; note: potency is the fitted concentration of half-maximal effect; % of control where 0% means no effect; nearly all actives have a fitted effect of over 65% in size
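Reporter line AREc32 (ARE-Fluc), seeded overnight in OPTI-MEM with 5% FBS; compound pin-transferred, 24 hr at 37 deg C, 5% CO2; luminescent read-out.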
HepG2 tox – kills HepG2 cells in TGF-b inhibitor counter-screen; Potency, µM (top dose mostly 46.1 µM), without a hit: at the highest dose activity change, negative = cytotoxicity, most hits filed as cytotoxic; 410,000 compounds, 0.76% hits; AID 588856; HepG2 CAGA-GFP viability, ATP luminescence, 18 h; note: potency is the fitted concentration of half-maximal effect; some results filed as inactive show a strong effect at the top dose
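HepG2 CAGA-GFP cells (1000/well, DMEM with 1% FBS) received compound, then TGF-beta at 500 pg/mL final, and were incubated 18 hours at 37 degrees C. Viability was read by CellTiter-Glo luminescence. Media-only wells were set as complete cell-killing and DMSO as no toxicity.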
CCT modulator – changes cytosolic chaperonin activity; 360,000 compounds, 0.3% hits; AID 651819; purified chaperonin ATPase assay, HTRF ADP detection, 30 min; activity change, % (no concentration beside the values), hits read low; in the data active = activity change below about -30%; note: % is set by controls: 0 for no effect and ±100 for the full control effect
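Nucleotide hydrolysis assay: TRiC at 20–40 nM final (set by batch activity) with 10 uM ATP, 30 min at 37 °C, in presence of 76 uM compound. Detection by competitive ADP HTRF, 30 min ambient.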
TGFb SMAD3 inh – inhibitors of TGF-b signaling. Potency, µM (top dose mostly 46.1 µM), for the others: top-dose activity, negative = inhibition, usual class: inhibitors. HepG2 CAGA-GFP TGF-b/SMAD3 reporter, GFP fluorescence, 18 h; TGF-beta stimulated, 500 pg/mL final. 410,000 compounds, 1.2% hits. AID 588855; note: potency is the fitted concentration of half-maximal effect; % is set by controls: 0 for no effect and ±100 for the full control effect; nearly all actives have a fitted effect of over 65% in size
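GFP signal (ex488/em500-530) from TGF-beta-stimulated HEPG2 CAGA-GFP cells, 500 pg/mL final, 18 h at 37 degrees C in DMEM plus 1% FBS, normalized to unstimulated and DMSO-stimulated controls.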
Abeta rescue – compounds reversing amyloid beta toxicity in yeast; yeast expressing A-beta42, growth rescue, OD600, 48 h; response scale: 0% DMSO, 100% iron-clioquinol control; Potency, µM (titrated, usually from 46.1 µM), for the others: top-dose growth rescue, most hits filed as activators; 410,000 compounds, 0.063% hits; AID 1347071; note: potency is the fitted concentration of half-maximal effect; nearly all actives have a fitted effect of over 55% in size
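Yeast growth medium received pinned compounds, then yeast cells expressing toxic A-beta were added; plates incubated at 30 C for 48 hr. Growth read as absorbance at 600 nm, normalized to DMSO and equimolar FeCl3 plus clioquinol controls.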
Akt phos inh – blocks phosphorylation of Akt; AID 651550; activity change, % for hits at 50 µM; Neuro2A IGF-stimulated pAkt S473 HTRF, 20 min; stronger effect = lower value; 360,000 compounds, 0.32% hits; in the data active = activity change below about -80%; inconclusive = mostly about -51% to -80%; note: % is set by controls: 0 for no effect and ±100 for the full control effect
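Neuro2A cells in DMEM with 0.5% FBS, overnight at 37 deg C, given compound at single 50 µM final, then IGF (6 nM final) for 20 min at 37 deg C. Lysed; phospho-Akt Ser473 by HTRF after 24 h, 665/615 ratio.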
Nrf2 inh – Nrf2 pathway inhibition; A549 ARE-Fluc reporter, luciferase luminescence, 18-24 h; 360,000 compounds, 2.1% hits; Potency, µM (titrated, usually from 46 µM), without a hit: at the highest dose activity change, negative = inhibition, usual class: inhibitors; note: potency is the fitted concentration of half-maximal effect; % is set by controls: 0 for no effect and ±100 for the full control effect; nearly all actives have a fitted effect of over 60% in size
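A549 ARE_Fluc cells, 5000/well, 5% FBS OPTI-MEM; compounds in dose-response, 18-24 h at 37 °C/5% CO2; CellTiter-Fluor viability read (Ex 405/Em 525), then BugLite luciferase luminescence = Nrf2 activity.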
* marks the source's active call; other numbers are inactive results; i = inactive; ? = inconclusive; . = no result given; & = joins results of further samples; [ ] = remark or other dose. Unless noted, calls come from the whole dose curve; as a rule, active = well fitted curve in the direction sought with a large enough effect; inconclusive = small, poorly fitted or top-dose-only effect, or another doubt; inactive = no such curve, though single readings can be large; an effect the other way counts as inactive or inconclusive.

The line under a structure holds: A549 viability | MmCpn inh | Nrf2 activator | HepG2 tox | CCT modulator | TGFb SMAD3 inh | Abeta rescue | Akt phos inh | Nrf2 inh
CC(C)(C)c1ccc(C(=O)C2CCCN(C(=O)c3ccccn3)C2)cc1 (centres undefined)
 : 0% | -2% | -0.7% | -30% | -1.4 | ? | -42% | i | ?
Cc1cc(CC(=O)O)n(C)c1C(=O)c1ccc(Cl)cc1
 : 3% | 1% | 3.5% | 0% | 2.1 | -1% | -3% | i | ?
O=C(NCc1ccco1)C1CCN(S(=O)(=O)c2ccc(-n3cnnn3)cc2)CC1
 : -7% | 0% | -0.9% | -2% | 2.5 | -6% | 1% | i | -2%
COc1ccccc1OCCn1c(NC(=O)c2ccc(Cl)cc2)nc2ccccc21
 : -3% | . | 1.2% | -20% | . | -13% | 11% | . | 5%
CC(C)NS(=O)(=O)c1ccc(CCC(=O)NCc2ccccn2)cc1
 : -4% | -1% | -0.6% | -11% | -0.3 | 1% | 4% | i | -2%
Cn1c(=O)n(CC(=O)NCC2CCCO2)c(=O)c2c3c(sc21)CCCC3 (centres undefined)
 : 7% | 2% | -0.1% | 6% | 0.9 | -8% | -13% | i | 4%
O=C(N/N=C/c1c(-c2ccccc2)[nH]c2ccccc12)c1cccnc1
 : 8% | -2% | 5.5% | -32% | -0.9 | -1% | -5% | i | ?
COc1cccc(C(=O)Oc2ccc3ccc(O)cc3c2)c1
 : -3% | -4% | 3.9% | -7% | -18 | -5% | 18% | i | 1%
Cc1ccc(C(=O)CSc2n[nH]c(C)n2)cc1
 : . | 2% | 3.4% | -3% | 1.2 | -2% | -11% | i | 12%
O=C(NCc1n[nH]c(=S)n1-c1ccc(F)cc1)c1ccc(S(=O)(=O)N2CCOCC2)cc1
 : 0% | -2% | 0.3% | 3% | -4.0 | ? | -8% | i | ?
Cc1ccc(S(=O)(=O)NCCC(=O)NCC(c2cccs2)N2CCOCC2)cc1 (centres undefined)
 : 11% | -2% | 0.7% | -8% | -0.2 | -6% | 1% | i | -14%
Fc1ccccc1Oc1nc(-c2ccncc2)nc2ccccc12
 : 3% | 1% | 3.2% | -88% | -1.7 | 1% | 17% | i | ?
COc1ccc(C(=O)C[n+]2cccc(C)c2)cc1
 : 12% | 3% | 0.3%[9.22 µM] | 7% | -0.5 | -10% | 11% | i | 2%
CC(C)CCOP(=O)(c1ccc(N(C)C)cc1)C(O)c1ccc(N(C)C)cc1 (centres undefined)
 : 1% | -2% | 0.0% | -13% | -1.8 | -20% | 6% | i | -1%
COc1ccc(CN2C(=O)c3oc4ccccc4c(=O)c3C2c2ccc(O)c(OC)c2)cc1 (centres undefined)
 : 0%&-10% | 4% | 0.0%&-1.2% | -17%&2% | 0.1 | 1%&-4% | 6%&-10% | i | 4%
CCOC(=O)c1c(CSc2ccsc2)n(C)c2cc(Br)c(O)c(CN(C)C)c12
 : -17% | 0% | 2.8% | 10µM* | -1.7 | ? | -14% | i | -8%
O=C(NCC(c1cccnc1)N1CCOCC1)c1cccc(Cl)c1 (centres undefined)
 : 8% | -3% | 3.3% | -5% | -0.9 | -15% | 6% | i | 15%
COc1ccccc1NC(=S)NC(=O)CC(C)C
 : -1% | 0% | 6.6% | -11% | -2.6 | 7% | 5% | i | 27%
Cc1cccc(-n2ncc3c(NCCOCCO)ncnc32)c1
 : 13% | . | 0.4% | -1% | . | -2% | -14% | . | .
CCOC(=O)c1ccc(Nc2c(-c3ccc(N(C)C)cc3)nc3nc[nH]n23)cc1
 : -7% | . | 4.1% | -19% | . | 5% | 10% | . | .
O=C(Cn1cnc2c(nnn2Cc2ccccc2)c1=O)c1ccccc1
 : 0% | -4% | 0.0% | -19% | -1.6 | 0% | 6% | i | -20%
CN1CCC(=C(c2ccccc2)c2ccc(Br)cc2)CC1
 : 28% | . | 3.0% | -96% | -2.0 | ? | -1% | i | 19%
O=C(CSc1ccc(-c2ccco2)nn1)c1ccc(F)cc1
 : -5% | -1% | 27% | 11% | -0.3 | -8% | 8% | i | 25%
Cc1nnc(NCc2ccccc2)c2c1nnn2Cc1ccccc1Cl
 : -6% | . | 0.3% | 2% | . | 0% | 9% | . | -12%
Cc1cccc(OCC(=O)Nc2ccccc2C(=O)OCc2cc(=O)n3ccsc3n2)c1
 : 4% | . | 4.5% | -36% | . | -24% | -15% | . | .
COc1ccccc1/C=C1/SC(=O)N(CCC(=O)Nc2ccc(S(=O)(=O)Nc3nccs3)cc2)C1=O
 : -2% | -6% | -0.6% | -4% | -1.1 | 0% | 3% | i | 0%
O=C(c1ccco1)N1CCN(c2nc(C3CC3)nc3sc4c(c23)CCCC4)CC1
 : ? | -3% | 2.7% | -54% | -3.7 | ? | -33%[inhibitor] | i | 23µM*
Cc1cc(/C=C2\NC(=O)N(Cc3ccc(Cl)cc3)C2=O)c(C)n1C
 : -6% | -12% | 0.5% | 3% | 3.3 | -1% | 7% | i | 14%
CCOC(CCNC(=O)c1cn(C)c(=O)c2c1c1ccccc1n2C)OCC
 : -2% | -1% | 4.1% | -5% | -1.5 | 3% | -11% | i | 3%
COc1ccc(CNC(=O)C[C@@H]2C[C@H]3c4cc(NC(=O)C5CCC5)ccc4O[C@H]3[C@@H](CO)O2)cc1
 : . | . | 0.5% | -1% | -1.6 | 15% | 1% | i | .
CN(C)CCNC(=O)c1cc2c(=O)n(C)c3ccccc3c2n1C
 : 0% | -3% | ? | -20% | 1.2 | -3% | -5% | i | -17%
O=C(NCCN1CCCC1)c1ccc(Cl)cc1
 : 0% | 1% | 2.8% | -9% | 1.0 | 5% | -2% | i | -11%
COc1cc2c(c(OC)c1)C(c1cc(OC)c(OC)c(OC)c1)CC(=O)N2 (centres undefined)
 : 0% | . | -0.5% | -6% | . | 15% | 2% | . | -10%
O=C(NN=C1CCCC1)c1[nH]c2ccc(Br)cc2c1-c1ccccc1
 : -2% | -13% | -0.3% | -61% | -0.9 | ? | 6% | i | -16%
Cc1cc(C)c(NC(=O)Cn2c(=O)n(CCC(=O)NCc3ccccc3Cl)c(=O)c3sccc32)c(C)c1
 : -1% | . | -1.3% | -3% | . | 0% | -7% | . | 7%
Cc1cc(/C=N/NC(=O)c2ccncc2)c(C)n1-c1ccccc1
 : 2% | 0% | 5.5% | 7% | 1.5 | 1% | -21% | i | ?
O=C(NCc1ccccc1)c1cc2ccccc2o1
 : -2%&0% | 2% | 4.5%&0.1% | -2%&-3% | -0.5 | 5%&3% | 8%&-10% | i | ?
OCC#CCSc1nnc(-c2ccc(Br)cc2)o1
 : -8% | -4% | 3.3% | -17% | -0.3 | -1% | -17% | i | 10%
Cc1cc(C)cc(N2C(=O)CCSC23C(=O)N(Cc2ccccc2)c2ccccc23)c1 (centres undefined)
 : -2% | . | -0.8% | -16% | . | ? | -11% | . | -42%
COc1ccc(CC(=O)N2N=C(C)CC2(O)C(F)(F)F)cc1 (centres undefined)
 : -5% | -1% | -0.1% | -4% | 1.2 | -12% | -11% | i | ?
COc1ccc(CCNC(=O)C2CCN(C(=O)c3ccc(OC)c(OC)c3)CC2)cc1
 : 3% | 0% | -0.5% | -10% | -2.2 | -3% | -7% | i | ?
O=C(O)CSc1cc(NS(=O)(=O)c2ccc(Br)cc2)c2ccccc2c1O
 : -16% | ? | 0.4% | -27% | 0.4 | ? | -4% | i | 2.3µM*
COc1ccc(-c2noc(=O)n2Cc2ccc(F)cc2Cl)cc1
 : 11% | 1% | -0.5% | -11% | -4.6 | -23% | 21% | i | 0%
COc1cccc(OCC(=O)NNC(=O)c2ccc3ccccc3c2)c1
 : -3% | -1% | 0.2% | -6% | -4.1 | 2% | 15% | i | 2%
COc1ccc(NC(=O)c2oc3ccccc3c2NC(=O)c2cc3ccccc3o2)cc1
 : 3% | . | 1.2% | -12% | . | ? | -11% | . | 4%
O=C(Nc1ccc(Cl)cc1C(F)(F)F)C(Sc1cccc[n+]1[O-])c1ccccc1 (centres undefined)
 : -1% | -2% | 0.5% | -1% | -0.3 | ? | -18% | i | 2%
O=C(COC(=O)c1cc(S(=O)(=O)N2CCOCC2)ccc1Cl)NCc1ccc2c(c1)OCO2
 : -4% | 0% | 4.1% | -3% | 2.1 | 32%[activator] | -7% | i | 8%
Cn1c(=O)c(=O)n(C)c2cc(S(=O)(=O)NCc3ccc(Cl)cc3)ccc21
 : 1% | -1% | -0.8% | -18% | -0.6 | 5% | -9% | i | -3%
COc1ccccc1NC(=O)Cc1noc(CSc2nnc(N)s2)n1
 : -1% | -3% | 0.2% | 15% | -11 | 0% | 4% | i | .
CC(C)(C)n1nnnc1C(c1ccccc1)N1CCN(c2ccccn2)CC1 (centres undefined)
 : . | . | 0.3% | . | 0.0 | . | -32% | i | .
C=CCn1c(O)c(N=NC(=O)OCC)c2ccccc21
 : 10% | -2% | 6.9% | 7% | 0.5 | -12% | -15% | i | 4%
CCOC(=O)C1CCCN(C(=O)c2sc3nc(C)nc(N(CC)CC)c3c2C)C1 (centres undefined)
 : 13% | -9% | -0.9% | -16% | -1.3 | 2% | -25% | i | 0%
CNc1cncc(-c2cc(OC)c(OC)c(OC)c2)n1
 : . | . | 5.0% | 0% | 1.1 | 0% | -10% | i | .
CC(CN1C(C)CCCC1C)OC(=O)c1cccc(Br)c1 (centres undefined)
 : 3% | -2% | 3.2% | -2% | -0.1 | -13% | 11% | i | 7%
